# Source: PubChem BioAssay (Broad Institute)
# RAD52 inh – RAD52 DNA annealing inhibitors, primary screen, biochemical, FRET, single point, set 2; recombinant RAD52 DNA annealing, FRET fluorescence; inhibition, % at 18.7 µM; 360,000 compounds, 0.46% hits; AID 651710, 2012;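 active = every replicate showing at least 50% inhibition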
# E-selectin induc – E-selectin induction in HUVECs, primary screen, imaging, HUVEC, immunofluorescence imaging, single point | AID 686992, 2013 | activation, % at 7.58 µM | P16581 | normalized: neutral wells 0, TNF-alpha wells 100 | 260,000 compounds, 0.37% hits;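 active = mean E-selectin-positive cell signal at least 10% of the positive control, reached in at least 60% of replicates, without over 20% cell loss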;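 also: in these data hits start at about 27%; measured in HUVEC primary endothelial cells; signal is the percent of cells scored E-selectin positive by PE staining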
#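 Read-out basis: % PE-positive cells; Test system: HUVEC primary endothelial cells; Technique: immunofluorescence imaging; Dosing: single-point compound dose.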
# XiGFP reactiv – activators of inactive X chromosome reactivation, primary screen, imaging, XiGFP fibroblasts, GFP high-content imaging, set 2; XiGFP mouse fibroblasts, % GFP-positive cells imaging, 3 d; cells co-treated with 5-aza-dC sensitizer; scaled so ellipticine positive control = 100%; activation, % at 7.58 µM; 360,000 compounds, 0.055% hits; AID 743238, 2013;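 active = mean normalized replicate activation at least 10% and every replicate at or above 10%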;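 also: 0% = median of on-plate neutral control wells and 100% = ellipticine 6 µM median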
#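 Assay system – SV40-immortalized XiGFP fibroblast cells, line 68-5-11 · Buffer or medium – DMEM supplemented with 5-aza-dC as sensitizing agent · Dosing – one concentration, pinned · Benchmarks – positive control ellipticine, 6 µM final · Times – 3 days compound exposure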
# esBAF inh – Bmi1 luciferase reporter increase in mESCs, primary screen, esBAF inhibitor project, mouse ES cells, Bmi1 luciferase knock-in, single point. 24 h; 100% = twice the neutral-well signal. reporter increase, % at 12.5 µM. 350,000 compounds, 2% hits. AID 602393, 2012; in the data active = activation above about 40%;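 also: 0% = median of the plate's neutral control wells and 100% = double that signal; a rise in the Bmi1 reporter signal indicates esBAF inhibition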
# ERAP1 HTS inh – human ERAP1 aminopeptidase inhibitors, primary screen, biochemical, single point, plate reader. recombinant ERAP1, Leu-AMC fluorescence, 60 min. inhibition, % at 10.7 µM. 340,000 compounds, 0.15% hits;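 active = mean replicate inhibition of at least 30%, or all replicates individually reaching that 30% level; inactive = mean below 30% and not every replicate reaching it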;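 also: 0% = neutral control wells and 100% = L-leucinethiol positive control wells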
# RAD54 branch – inhibitors of human RAD54 branch migration, primary screen, biochemical, fluorescence, single point. RAD54 Holliday junction branch migration, FAM/BHQ fluorescence. DNA repair and recombination protein RAD54-like (Homo sapiens), Q92698. 360,000 compounds, 0.14% hits. inhibition, % at 10.4 µM;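 active = mean normalized replicate activity at least 40 and at least half of replicates scoring 40 or more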;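 also: 0% = median of neutral control wells and 100% = median of positive control wells; inhibitors cause a drop in the FAM fluorescence signal; in these data hits start at about 50%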
# Target sequence (Q92698 whole entry, looked up): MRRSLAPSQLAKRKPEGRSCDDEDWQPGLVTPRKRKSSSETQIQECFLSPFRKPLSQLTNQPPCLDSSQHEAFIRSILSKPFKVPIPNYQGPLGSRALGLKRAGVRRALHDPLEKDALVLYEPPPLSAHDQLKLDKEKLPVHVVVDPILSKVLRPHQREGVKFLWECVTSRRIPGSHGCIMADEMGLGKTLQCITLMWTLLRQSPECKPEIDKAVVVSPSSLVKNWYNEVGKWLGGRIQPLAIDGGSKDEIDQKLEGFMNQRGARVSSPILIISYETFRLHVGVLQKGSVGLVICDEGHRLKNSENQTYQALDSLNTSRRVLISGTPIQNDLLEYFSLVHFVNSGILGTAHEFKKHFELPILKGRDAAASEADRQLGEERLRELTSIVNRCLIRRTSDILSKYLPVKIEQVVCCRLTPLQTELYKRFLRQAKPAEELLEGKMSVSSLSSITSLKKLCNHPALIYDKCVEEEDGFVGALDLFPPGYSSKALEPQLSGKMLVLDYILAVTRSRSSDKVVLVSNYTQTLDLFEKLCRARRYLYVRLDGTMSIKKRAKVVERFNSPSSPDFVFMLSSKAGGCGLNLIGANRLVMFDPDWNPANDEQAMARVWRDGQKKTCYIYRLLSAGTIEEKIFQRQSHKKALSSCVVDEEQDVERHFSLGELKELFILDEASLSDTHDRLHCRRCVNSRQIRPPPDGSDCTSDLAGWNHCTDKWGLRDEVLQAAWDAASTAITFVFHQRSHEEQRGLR
# S100A4 inh HTS – inhibitors of S100A4-myosin IIA peptide binding, primary screen, biochemical, fluorescence polarization, TAMRA-MyoIIA peptide | inhibition, % at 10.7 µM | 360,000 compounds, 0.14% hits;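 active = mean inhibition of at least 70% across replicates, with every replicate also reaching that level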
# Target sequence (P26447 whole entry, looked up): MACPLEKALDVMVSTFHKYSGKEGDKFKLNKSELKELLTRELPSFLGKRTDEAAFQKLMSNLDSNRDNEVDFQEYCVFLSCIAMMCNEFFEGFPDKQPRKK
#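 Test system: S100A4 monomer protein; Medium: HEPES pH 7.2 with CaCl2, KCl, NaCl, DTT, Triton; Probe or stimulus: TAMRA-labelled myosin IIA heavy-chain peptide probe, 5 nM; Doses: one dose per compound; Times: polarization read 5 min after assay mix addition, stable 5–60 min; Benchmarks: neutral control DMSO, positive control TFP.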
# ERp5 inh – inhibitors of ERp5-driven insulin aggregation, primary screen, biochemical, turbidity, absorbance 650 nm, single point. 350,000 compounds, 0.05% hits. AID 651711, 2012. inhibition, % at 9.99 µM. Protein disulfide-isomerase A6 (Homo sapiens), Q15084. 90 min;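 active = mean replicate inhibition above about 25%, with every replicate also reaching it, limit read from the data, passing the limit was not always enough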
# Active calls of the source: *; / = no result given; & = joins results of further samples.
# Below each compound: RAD52 inh	E-selectin induc	XiGFP reactiv	esBAF inh	ERAP1 HTS inh	RAD54 branch	S100A4 inh HTS	ERp5 inh
- O=C(NC[C@H]1N[C@H](CO)[C@@H]1c1ccc(C2=CCCC2)cc1)c1ccccc1
    -104	0.3	0.0	-8	0	7	9	9
- CC(C)NC(=O)Nc1cccc2c1O[C@@H](CN(C)S(=O)(=O)c1ccc(F)cc1)[C@H](C)CN([C@@H](C)CO)C2=O
    -11	1.2	0.0	3	1	0	-6	1
- CC(=NNC(=S)N1CCCCCC1)c1cccc2cccnc12
    -13	0.0	-0.1	/	1	/	-4	-9
- O=C(CNC(=O)c1cc(Cl)cc([N+](=O)[O-])c1)OCC(=O)N1CCCCC1
    2	/	0.1	-6	-2	-18	-4	-3
- COc1ccc(S(=O)(=O)N2CCCCC2)cc1NC(=O)C1CCCC1
    -10	/	-0.4	3	-2	-1	-1	-17
- O=C(C1CCCN(c2ncnc3c2nc2n3CCCCC2)C1)N1CCN(c2ccccc2F)CC1 (configuration not stated)
    -8	-0.7	-0.1	1	1	-6	-2	/
- OC(CNC1CCCC1)COc1ccccc1Br (configuration not stated)
    0	/	0.0	7	-1	-1	-1	1
- CCOC(=O)C1(CCOc2ccccc2)CCN(Cc2cccn2-c2cccnc2)CC1
    -19	/	0.0	/	-4	/	4	7
- O=c1[nH]c(/C(Cl)=C/c2cc(Cl)ccc2O)nc2cc(Cl)ccc12
    -21	-1.5	0.2	/	3	-4	-5	1
- O=C(/C=C/c1cccc([N+](=O)[O-])c1)NCCSCc1ccco1
    -7	-2.3	0.0	/	-6	/	5	5
- Cc1ccccc1C(=O)OCC(=O)NCC1COc2ccccc2O1 (configuration not stated)
    -3	0.8	-0.1	2	-2	-20	-5	-1
- C[C@@H]1CCCCO[C@H](CN(C)C(=O)Nc2ccccc2)[C@H](C)CN([C@@H](C)CO)C(=O)c2cc(NS(=O)(=O)c3cccs3)ccc2O1
    19	/	-0.1	5	0	6	-5	-1
- CNC(=O)c1cc(NC(=O)N(CCC#N)CCN(C(=O)NC(Cc2ccccc2)C(=O)NC(CC(C)C)C(=O)NC)c2ccccc2)ccc1OC (configuration not stated)
    -2	-0.6	-0.1	/	2	/	1	5
- Cc1c(C)c2ccc(OC(C)C(=O)NC3CCN(Cc4ccccc4)CC3)cc2oc1=O (configuration not stated)
    -15	0.9	-0.1	-5	-13	-5	0	/
- COc1cc(/C=N/n2nnnc2N)ccc1OC(C)C
    -14	0.2	0.0	7	-4	8	-2	3
- CC(C)(C)c1ccc(S(=O)(=O)N2CCN(C(=O)c3ccc4c(c3)C(=O)N(Cc3ccncc3)C4=O)CC2)cc1
    -9	/	0.0	/	-2	/	-3	-1
- COc1ccc(CNC(=O)CCCn2nc([N+](=O)[O-])cc2C)cc1
    -22	-0.1	-0.3	/	1	/	1	5
- Cc1ccccc1-n1nc(C)c(N=O)c1N
    -7	-0.2	0.0	/	5	/	1	-4
- CCCN(C)C[C@H]1OCCCC[C@H](C)Oc2ccc(NC(=O)c3ccccc3)cc2C(=O)N([C@@H](C)CO)C[C@H]1C
    -5	-0.2	-1.2	2	2	-8	5	3
- CCCN(C[C@@H]1N[C@@H](CO)[C@H]1c1ccc(-c2cccnc2)cc1)C(C)=O
    -3&0	0.0	0.2	5&-8	2&3	-6&-2	3&1	-2&4

# Gathered by group, the entries above containing fluorine
# Below each compound: RAD52 inh	E-selectin induc	XiGFP reactiv	esBAF inh	ERAP1 HTS inh	RAD54 branch	S100A4 inh HTS	ERp5 inh
- CC(C)NC(=O)Nc1cccc2c1O[C@@H](CN(C)S(=O)(=O)c1ccc(F)cc1)[C@H](C)CN([C@@H](C)CO)C2=O
    -11	1.2	0.0	3	1	0	-6	1
- O=C(C1CCCN(c2ncnc3c2nc2n3CCCCC2)C1)N1CCN(c2ccccc2F)CC1 (configuration not stated)
    -8	-0.7	-0.1	1	1	-6	-2	/

# (more compounds)
# Below each compound: RAD52 inh	E-selectin induc	XiGFP reactiv	esBAF inh	ERAP1 HTS inh	RAD54 branch	S100A4 inh HTS	ERp5 inh
- COc1ccc(CCNC(=O)C/C(C)=N/NC(=O)COc2ccc(C)cc2Br)cc1OC
    -14	/	0.1	-7	-2	-2	-5	6
- COc1ccc(/C(C)=N/NC(=O)c2cccc(S(=O)(=O)N3CCCC3)c2)c(O)c1
    -8	/	0.2	-38	-2	-8	-6	5
- CCNC(=O)C1(C)CCCCN1Cc1ccc(C#N)cc1 (configuration not stated)
    -35	0.1	0.2	-4	-2	-3	2	0
- O=C1C(Cc2ccccc2)NC(=S)N1c1ccccc1 (configuration not stated)
    7	/	/	0	-2	-24	-1	1
- CCN1[C@H](C(=O)Nc2ccccc2)[C@@H](CO)[C@@H]2Cn3c(ccc(-c4ccccc4)c3=O)[C@@H]21
    11	-0.1	0.3	2	-1	-5	10	2
- CCC[C@@H](CN1CCC[C@H]1CN1C(N)=NC[C@H]1CC(C)C)N1C[C@@H](Cc2ccccc2)N(CCCC2CCCC2)C1=N
    58*	/	0.1	-10	0	14	2	-1
- COc1ccccc1N1CCN(C(=O)CC(NC(=O)c2ccccc2Cl)c2ccccc2)CC1 (configuration not stated)
    2	0.1	4.5	-2	4	-8	5	6
- Cc1ccc(CCNC(=O)c2ccc3nc4ccc(Cl)cc4c(=O)n3c2)cc1
    -12	3.5	0.1	-14	-7	2	-7	2
- CN(C)C(=O)CSc1nnc(-c2cccnc2)n1-c1ccccc1
    -10	-0.1	0.3	-1	/	-6	1	1
- Cc1ccc(S(=O)(=O)N(CC(=O)Nc2cc(C)ccc2C)C(=O)N2CCN(C)CC2)cc1
    -5	-0.2	0.0	0	-2	/	2	1
- C[C@H](CO)N1C[C@H](C)[C@H](CN(C)C(=O)Nc2ccccc2)OCCCC[C@H](C)Oc2ccc(NS(=O)(=O)c3ccc(Cl)cc3)cc2C1=O
    25	/	0.2	12	8	-6	5	10
- CC(C)Oc1ccc(C(CC(=O)N2CCOCC2)C(C)C)cc1 (configuration not stated)
    -10	-0.1	0.0	19	-2	-14	-2	1
- C[C@@H]1CN([C@H](C)CO)C(=O)c2cc(Br)cnc2O[C@H]1CN(C)C(=O)Nc1ccccc1F
    -10&-3	-0.1&-0.7	-0.1&0.6	2&5	0&-2	4&8	-2&9	2&0
- C[C@H]1CN([C@@H](C)CO)C(=O)c2cccc(NC(=O)Nc3ccc(F)cc3)c2O[C@H]1CN(C)CC1CC1
    0	1.5	0.2	/	-8	/	-4	4
- CC(C)c1ccc(NC(=O)CCNC(=O)Cn2cnc3ccccc3c2=O)cc1
    -16	0.3	0.0	-7	-5	11	-3	4
- COc1ccc(C(=O)N2CCN(c3nc(C4CC4)nc4sc(C)c(C)c34)CC2)cc1
    -21	0.1	0.0	-1	6	-8	-4	3
- COc1ccc(CCNC(=O)Nc2ccccc2[N+](=O)[O-])cc1
    -1	-0.9	0.0	/	-1	/	14	-14
- CCc1c(-c2cccc(Br)c2)ncn1Cc1cccc(-c2ccccc2)c1
    -25	1.6	0.0	/	-5	/	2	-3
- COc1ccc(C(=O)NC2CCCCCCC2)cc1OC
    -6	/	0.0	/	-1	5	1	/
- COc1ccc2c(c1)C(CC(=O)NN)CCC2 (configuration not stated)
    -1	0.1	0.1	-2	-2	-3	-6	2
- CC(=O)c1cn(CC(=O)Nc2ccccc2C(F)(F)F)c2ccccc12
    -9	/	0.0	2	-1	-2	4	-3
- O=C1CCCN1CC(CN1CCOCC1)Sc1nc2ccccc2c(=O)n1-c1ccccc1 (configuration not stated)
    1	/	/	-2	-3	-6	0	-8
- COc1ccc(S(=O)(=O)Nc2ccc3c(c2)CC(=O)N([C@H](C)CO)C[C@H](C)[C@H](CN(C)S(=O)(=O)c2ccc(F)cc2)O3)cc1
    /	-5.3	0.2	3	/	1	/	/
- COc1ccc(-c2ccc([C@@H]3[C@@H](CO)N(C(=O)NC4CCCC4)[C@H]3C#N)cc2)cc1
    -1	-0.3	0.0	3	6	-20	-4	0
- O=[N+]([O-])c1ccccc1SNc1ccccc1
    1	-0.2	0.1	5	0	5	1	0
- CO[C@@H]1CN(C)C(=O)c2cc(NC(=O)C3CCC3)ccc2OC[C@@H](C)N(Cc2ccccn2)C[C@@H]1C
    -6	0.0	0.0	-1	5	-6	11	0
- O=C(CNc1ccccc1N1CCCC1=O)Nc1cc(Cl)ccc1-n1cncn1
    -12	-0.2	0.0	6	-2	10	-1	-1
- CCCCn1c(N)c(N(CC)C(=O)c2ccc(Cl)c(Cl)c2)c(=O)[nH]c1=O
    -2	/	0.0	3	-4	-4	0	1
- Cc1ccc(S(=O)(=O)N2CCC[C@H]2C(=O)OCC(=O)Nc2ccc3c(c2)OCO3)cc1
    -25	/	0.0	-1	-1	5	-4	6
- C/C=C(\C)C(=O)NCCN1C2=NC[C@@H](Cc3ccccc3)N2C[C@@H]1Cc1ccc(OC)cc1
    12	0.5	0.7	-15	0	1	1	0
- CC(=O)N1CCc2cc(S(=O)(=O)CCC(=O)NCCc3ccc(Cl)cc3)ccc21
    -20	/	0.4	3	6	0	-4	3
- CC(=O)CSc1nnc2c3ccccc3nc(C(C)(C)C)n12
    -10	2.7	0.0	-5	/	-2	-7	7
- CCOC(=O)C1=C(CC)Nc2ccccc2N/C1=N\S(=O)(=O)c1ccccc1F
    -21	/	-0.1	2	-1	-1	2	2
- Cc1ccc(NC(=O)COC(=O)/C=C/c2c(C)nn(-c3ccc(F)cc3)c2Cl)cc1F
    -20	0.4	0.1	-1	1	-8	-5	-6
- COC(=O)CC1COc2ccccc2N1C(=O)/C=C/c1ccccc1 (configuration not stated)
    -7	-0.2	0.1	9	-10	-4	1	5
- COc1ccc(Br)cc1/C=C(\C(=O)O)c1ccc(S(=O)(=O)N2CCCC2)s1
    -15	0.2	0.0	-3	-2	-7	-3	4
- C[C@H](CO)N1C[C@H](C)[C@H](CN(C)CC2CC2)OCCCC[C@H](C)Oc2ccc(NS(=O)(=O)c3cccs3)cc2C1=O
    /	0.6	0.2	2	/	4	/	/
- Cc1noc(C)c1NC(=O)Nc1ccc2c(c1)C(=O)N([C@H](C)CO)C[C@H](C)[C@H](CN(C)S(=O)(=O)c1c(C)noc1C)OCCCC[C@@H](C)O2
    2	-0.1	0.1	3	0	-1	-2	0
- Cc1ccc(C(=O)N2CCC3(CC2)NCCc2[nH]cnc23)cc1
    -14	/	3.4	1	-2	21	2	2
- N#CCSc1ccccc1NC(=O)COC(=O)C1CCN(C(=O)c2ccc(Cl)cc2)CC1
    -11	-0.1	0.0	-4	-4	-12	-1	2
- C[C@H](NC(=O)C[C@@H]1C=C[C@@H](NC(=O)CN2CCOCC2)[C@H](CO)O1)c1ccccc1
    -7	-0.3	0.3	-4	7	2	3	0
- Cc1cc(C(=O)CN2CCN(CC(=O)Nc3ccc(F)cc3)CC2)c(C)n1C1CC1
    -21	0.0	0.0	5	1	-4	-4	0

# Random draw from the library; 2.5% or so of the library scored in one or more.
